# From PubChem BioAssay
# SKKanGAS inh: SKKanGAS growth inhibition; S. pyogenes SKKanGAS, kanamycin growth, BacTiter-Glo, 6 h; inhibition, % at 7.5 µM; 1.3% of 300,000 active; AID 1662;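 active = mean replicate score, as percent of positive control median, at least 50; inconclusive = mean below 50 but one replicate at or above 50; inactive = mean and every replicate below 50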;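 note: strain carries kanamycin resistance gene driven by streptokinase promoter and grows in 40 µg/ml kanamycin; loss of luminescence reflects streptokinase promoter inhibition or plain growth inhibition; 0% = median of DMSO wells and 100% = positive control at its reference dose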
# TRPC6 inhibitor: blocks the mouse TRPC6 cation channel | HEK293-TRPC6, membrane potential dye, ACh-evoked depolarization; active compounds read low | 1.1% of 310,000 active | B-score at 10 µM | Q61143;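 active = B-score under library mean minus 3 SD, initial fluorescence not abnormally high, positive integrated signal ratio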;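 note: B-score derived from integrated fluorescence ratio over the kinetic read; more negative B-score means stronger inhibition of depolarization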
# TRPC6 act: mouse TRPC6 channel activation; Q61143; HEK293-TRPC6 membrane potential dye fluorescence; active compounds read high; B-score at 10 µM; 0.13% of 310,000 active;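 active = B-score of the integrated fluorescence ratio above library mean plus 3 SD, and starting fluorescence ratio within library mean plus 5 SD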;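 note: higher score means more depolarization so channel activation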
# HDAC3 inh: human HDAC3 inhibition | O15379 | recombinant HDAC3, fluorogenic peptide/trypsin coupled, fluorescence | inhibition, % at 8.3 µM | 0.15% of 320,000 active | AID 2718; in the data active = inhibition above about 26%, passing the limit was not always enough; inconclusive = no clear call, values can overlap the other calls
# Target sequence (O15379 whole entry, looked up): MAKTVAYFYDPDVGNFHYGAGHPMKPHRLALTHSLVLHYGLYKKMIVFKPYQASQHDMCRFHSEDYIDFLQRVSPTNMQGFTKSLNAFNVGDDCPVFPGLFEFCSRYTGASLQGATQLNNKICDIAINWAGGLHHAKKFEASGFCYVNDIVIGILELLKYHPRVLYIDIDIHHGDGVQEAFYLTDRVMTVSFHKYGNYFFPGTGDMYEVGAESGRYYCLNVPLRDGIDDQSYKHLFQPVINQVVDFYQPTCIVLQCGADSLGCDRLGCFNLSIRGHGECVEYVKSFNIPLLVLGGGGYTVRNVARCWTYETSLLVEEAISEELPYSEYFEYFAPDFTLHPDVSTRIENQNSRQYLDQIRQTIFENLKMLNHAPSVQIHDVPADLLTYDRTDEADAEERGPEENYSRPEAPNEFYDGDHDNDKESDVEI
# ANO1 activ: activates or potentiates the mouse TMEM16A chloride channel | HEK293 TMEM16A/YFP-H148Q/I152L, iodide quench fluorescence; active compounds read low | B-score at 10 µM | 0.3% of 340,000 active | AID 623877;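 active = fluorescence-ratio B-score plate-corrected deviation score at least 3 library SD below zero, with starting fluorescence score within 5 deviations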;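 note: channel opened by trigger with iodide after compound preincubation; score built on the fluorescence ratio of max minus min over baseline; more negative score means more quench and so TMEM16A activation or potentiation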
# RGS4 pot: RGS4 potentiation or activation. HEK293 M3R/inducible RGS4, carbachol calcium flux Fluo4; active compounds read low. B-score at 10 µM. 0.92% of 310,000 active. AID 463111;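 active = B-score of the integrated calcium signal more than 4 SD below the library mean, with starting fluorescence not abnormally high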;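 note: negative B-score means reduced calcium response which marks RGS4 activation or potentiation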
#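 Reagent: ECmax carbachol challenge; Test system: M3R-expressing HEK293 line, RGS4 induced by doxycycline; Schedule: overnight RGS4 induction, 30 min dye load 37 °C, 20 min compound RT; Detection: calcium dye Fluo4 fluorescence; Read-out: Agonist-evoked peak-minus-minimum fluorescence over baseline, integrated ratio, B score.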
# MrgX1 antag: antagonists of human MrgX1 receptor; Q96LB2; MRGX1-HEK293 calcium flux, Fluo-4, BAM8-22 antagonism; active compounds read low; B-score at 10 µM; 1.3% of 310,000 active;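 active = calcium-response B-score plate-corrected more than 3 library SD below zero, starting fluorescence within 5 deviations, no agonist response on first addition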;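 note: peak minus trough fluorescence over baseline after final BAM8-22 challenge near maximal dose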
# Target sequence (Q96LB2 whole entry, looked up): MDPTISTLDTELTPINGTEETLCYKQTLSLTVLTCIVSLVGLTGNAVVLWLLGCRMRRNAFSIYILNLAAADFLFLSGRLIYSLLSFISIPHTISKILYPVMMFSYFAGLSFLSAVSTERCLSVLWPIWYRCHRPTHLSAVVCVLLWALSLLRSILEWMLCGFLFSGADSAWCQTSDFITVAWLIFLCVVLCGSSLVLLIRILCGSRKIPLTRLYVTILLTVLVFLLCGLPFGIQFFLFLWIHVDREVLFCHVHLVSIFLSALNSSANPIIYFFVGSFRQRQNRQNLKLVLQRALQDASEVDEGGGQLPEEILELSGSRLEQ
# TMEM16A inh: inhibitors of mouse TMEM16A calcium-activated chloride channel; HEK293 TMEM16A/YFP iodide influx fluorescence, ionomycin; normalized B-score (activity score, 25-100; higher = stronger inhibition) at 10 µM; 1.2% of 310,000 active;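 active = ratio plate-corrected score three or more library SD toward inhibition, starting fluorescence score within five deviations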;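 note: score derived from kinetic fluorescence span divided by baseline fluorescence per well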
# MrgX1 ag: human MrgX1 receptor agonism, primary screen; AID 588627; Q96LB2; 0.44% of 310,000 active; B-score at 10 µM; MrgX1-HEK293 cells, Fluo-4 calcium fluorescence, agonist mode; active compounds read high;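 active = calcium response B-score plate-corrected fluorescence ratio at least 3 library SD, with starting fluorescence B-score inside 5 SD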
#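 Material: HEK293 cells stably expressing human MrgX1 receptor | Quantity: 15,000 cells per well | Times: Cells plated overnight, dye loaded 0.5 h 37 °C, 0.5 h room temperature | Measured by: Kinetic Fluo-4 NW fluorescence of intracellular calcium | Control set: Positive and negative controls per plate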
# RGS4 block: human RGS4 inhibition | HEK293 M3R/RGS4 inducible, Fluo-4 calcium flux; active compounds read high; triggered by carbachol at its EC20 | B-score at 10 µM | 0.45% of 310,000 active;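 active = B-score, a plate-corrected calcium signal, over three deviations above library mean, with baseline fluorescence within five deviations of library mean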;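 note: RGS4 expression induced by doxycycline in cells with stable M3 receptor; B-score is computed from the integrated fluorescence ratio over baseline after carbachol; higher B-score means a larger calcium signal and so more RGS4 inhibition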
# Target sequence (P49798 whole entry, looked up): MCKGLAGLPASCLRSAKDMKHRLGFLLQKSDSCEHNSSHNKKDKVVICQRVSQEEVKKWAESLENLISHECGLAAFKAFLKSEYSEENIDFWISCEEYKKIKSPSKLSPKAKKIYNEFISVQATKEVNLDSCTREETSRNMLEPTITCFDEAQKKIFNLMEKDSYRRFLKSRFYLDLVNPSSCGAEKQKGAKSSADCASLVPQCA
# MrgX1 allo act: allosterically activates human MrgX1 receptor signaling; Q96LB2; MrgX1-HEK293, Fluo-4 calcium flux, FDSS; active compounds read high; B-score at 10 µM; 0.63% of 310,000 active;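 active = plate-corrected calcium response at least 3 library SD above typical, normal starting fluorescence, not activating the receptor alone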;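 note: compound read alongside a low EC10 to EC30 dose of BAM8-22 agonist; peak minus trough fluorescence over baseline measured at the second addition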
# * hit, by the source's call; i = inactive; u = inconclusive; x = not tested or not shown.
SMILES,SKKanGAS inh,TRPC6 inhibitor,TRPC6 act,HDAC3 inh,ANO1 activ,RGS4 pot,MrgX1 antag,TMEM16A inh,MrgX1 ag,RGS4 block,MrgX1 allo act
Cc1noc(C)c1COc1cccc(C(=O)Nc2cccnc2)c1,-6.7,i,i,-0.8,i,i,i,i,i,i,i
O=C(c1ccc2ccccc2c1)N1CCN(c2ccc(O)cc2)CC1,7.6,i,i,4.9,i,i,i,i,i,i,i
CCOC(=O)c1oc2ccccc2c1NC(=O)CN1CCOCC1,3.7,i,i,1.5,i,i,i,i,i,i,i
CCCCC(c1nnnn1CCOC)N1CCN(CC)CC1 (stereo unspecified),x,x,x,0.2,i,x,i,i,i,x,i
COc1cccc(C2C(C(=O)c3ccc(C)o3)=C(O)C(=O)N2c2cc(C)on2)c1 (stereo unspecified),-5.9,i,i,-2.6,i,i,i,i,i,i,i
CCc1nnc(NC(=O)CCC(=O)Nc2ccc(Cl)cc2)s1,-1.1,i,i,8.5,i,i,i,i,i,i,i
CCOC(=O)N1CCC(NS(=O)(=O)c2ccc3c(c2)oc(=O)n3C)CC1,6.1,i,i,-0.5,i,i,i,i,i,i,i
CC1CCCCN1C(=O)Cn1cc(C#N)c2ccccc21 (stereo unspecified),-6.0,i,i,1.7,i,i,i,i,i,i,i
CC(C)CNS(=O)(=O)c1ccc(CCC(=O)N2CCN(Cc3ccc4c(c3)OCO4)CC2)cc1,-7.6,i,i,-9.8,i,i,i,100*,i,i,i
Cc1ccccc1N=C1SCCN1C(=O)CN1C(=O)NC2(CCCC2)C1=O,-2.4,i,i,4.5,i,i,i,i,i,i,i
CC(C)NC(=O)NC(=O)COC(=O)c1ccccc1Oc1ccccc1,6.0,i,i,4.7,i,i,i,i,i,i,i
CCCNc1nc2c(c(=O)n(C)c(=O)n2C)n1CCc1ccccc1,6.0,i,i,2.1,i,i,i,i,i,i,i
CN(Cc1nccs1)C(=O)c1ccc2nc(Cc3ccccc3F)oc2c1,1.4,i,i,-12.6,i,i,i,i,i,i,i
COc1ccc(/C=C\C(=O)c2c(O)ccc3c(C)cc(=O)oc23)cc1OC,-6.2,i,i,-2.9,i,i,i,i,i,6.74*,i
CCCC(c1nnnn1Cc1ccco1)N1CCN(c2cc(Cl)ccc2C)CC1 (stereo unspecified),x,x,x,3.9,i,x,i,i,i,x,i
O=S(=O)(NC(=NCc1ccccc1)c1ccccc1F)c1ccccc1,-9.7,i,i,9.4,i,i,i,i,i,i,i
CCOc1ccc(C(C)=O)cc1CSc1nnc(-c2cccs2)n1CC1CCCO1 (stereo unspecified),-1.5,i,i,-2.0,i,i,i,i,i,i,i
O=C(COc1ccc(CO)cc1)Nc1ccc(F)cc1,-2.6,i,i,x,i,i,i,i,i,i,i
Cc1ccc(S(=O)(=O)NN2C(=O)/C(=C/c3cccc(F)c3)SC2=S)cc1,5.0,i,i,12.9,i,i,i,i,i,i,i
CN(Cc1ccccc1)S(=O)(=O)c1ccc(NS(=O)(=O)Cc2ccccc2)cc1,8.3,i,i,3.3,i,-8.84*,i,i,i,i,i
COc1ccc(OC)c(S(=O)(=O)N2CCN(c3ccc(F)cc3)CC2)c1,-6.2,i,i,-0.1,i,i,i,i,i,i,i
CC(C)c1onc(C(=O)N2CCN(c3ccccc3)CC2)c1[N+](=O)[O-],3.1,i,i,1.3,i,i,i,i,i,i,i
COc1ccc(NC(=O)CSc2nnc(-c3ccncc3)n2CC2CCCO2)c(OC)c1 (stereo unspecified),1.3,i,i,2.9,i,i,i,i,i,i,i
O=C(Cn1cnc2cc([N+](=O)[O-])ccc2c1=O)NCc1ccc(Cl)cc1,2.2,i,i,u,i,i,i,i,i,i,i
CN(C)c1ccc(/C=C2\C(=N)N3N=C(CC(=O)N4CCCCC4)SC3=NC2=O)cc1,26.7,i,i,7.2,-5.52*,i,i,i,54.9*,i,i
COc1ccccc1Nc1nc2nonc2[nH]c1=O,4.0,i,i,4.1,i,i,i,i,i,i,i
O=C(COC(=O)COc1ccc(Cl)cc1Cl)Nc1cccnc1Cl,1.4,i,i,1.8,i,i,i,i,i,i,i
COc1cc(C(=O)OCCCN2CCOCC2)ccc1O,2.3,i,i,3.3,i,i,i,i,i,i,i
C=CCOC(=O)C1=C(C)NC(SCC(=O)Nc2ccc(C)c(Cl)c2)=C(C#N)C1c1ccco1 (stereo unspecified),6.3,i,i,-1.4,i,i,i,i,i,i,i
O=C(CN1CCN(Cc2ccc(Cl)cc2)C1=O)NCCCN1CCOCC1,-2.4,i,i,-6.4,i,i,i,i,i,i,i
Cc1ccc(OCCCC(=O)Nc2ccc(S(=O)(=O)Nc3ccccn3)cc2)cc1,-4.5,i,i,5.4,i,i,i,i,i,i,i
Cc1cc(C)n2nc(S(=O)(=O)Nc3c(Cl)cccc3Cl)nc2n1,16.3,i,i,-1.0,i,i,i,i,i,i,i
COc1ccccc1CN(Cc1cc2cc(C)ccc2[nH]c1=O)Cc1nnnn1Cc1ccco1,7.6,i,i,-9.4,i,i,i,i,i,i,i
COc1cc(-c2[nH]nc3c2C(c2ccoc2)C(C#N)=C(N)O3)cc(OC)c1OC (stereo unspecified),x,x,x,u,i,x,i,i,i,x,i
CSc1ccc(C(=O)C2CCCN(C(=O)c3csc(C(C)=O)c3)C2)cc1 (stereo unspecified),6.3,i,i,4.9,i,i,i,i,i,i,i
CCN(CC(=O)NCc1ccc(Cl)cc1)C(=O)CCc1ccccc1O,-5.2,i,i,-3.1,i,i,i,i,i,i,i
CC(=O)NCc1nc2ccccc2n1C(C)C,-5.2,i,i,-4.8,i,i,i,i,i,i,i
COc1ccc(CNC(=O)COC(=O)Cc2ccsc2)cc1,-13.7,i,i,2.8,i,i,-4.52*,i,i,i,i
CC(C)(C)c1ccc(C(=O)C=[N+]=[N-])cc1,x,i,i,-7.0,i,i,i,i,i,i,i
CC(C)CN1CCN(Cc2cc3ccccc3[nH]2)CC1CCO (stereo unspecified),4.9,i,i,-5.9,i,i,i,i,i,i,i
N#Cc1c2ccc(O)cc2n2ccccc12,9.3,-6.83*,15.5*,-5.3,i,i,i,i,46.1*,i,i
N/C(=N/O)c1ccccc1N1CCC(Cc2ccccc2)CC1,24.2,i,i,-0.5,i,i,i,25*,i,i,i
Cc1ccccc1-n1c(=O)cc(N2CCc3ccccc32)[nH]c1=O,11.3,i,i,3.4,i,i,i,i,i,i,i
O=C(CN1C(=O)NC2(CCCCC2)C1=O)Nc1ccc(N2CCOCC2)cc1,1.8,i,i,4.6,i,i,i,i,i,i,i
CC(=O)Nc1cccc(C(=O)N/N=C/c2ccc(C)o2)c1,3.8,i,i,-0.9,i,i,i,i,i,i,i
Cc1ccc(S(=O)(=O)N2CCC(C(=O)OC(C)C(=O)N3CCOCC3)CC2)cc1 (stereo unspecified),4.0,i,i,1.9,i,i,i,i,i,i,i
C=CCN(CC=C)Cc1nc(N)nc(Nc2ccccc2C)n1,26.4,i,i,3.5,i,i,i,i,i,i,i
CC(=O)NC(=S)Nc1ccc(N2CCOCC2)c(S(=O)(=O)Nc2cc(Cl)ccc2Cl)c1,0.1,i,i,5.4,i,i,i,i,i,i,i
O=C(N=C1SC2CS(=O)(=O)CC2N1c1ccccc1Cl)C1CCCO1 (stereo unspecified),-2.1,i,i,0.5,i,i,i,i,i,i,i
Clc1ccccc1OCCCCN1CCNCC1,-0.6,i,i,-2.7,i,i,i,i,i,i,i
Cc1cccc(NC2CCCCC2NS(=O)(=O)c2ccccc2)c1 (stereo unspecified),7.4,i,i,x,i,i,x,x,x,i,x
CCN(CC)CCNC(=O)c1ccc(NC(=O)Cc2ccsc2)cc1,-0.7,i,i,1.7,i,i,i,i,i,i,i
NC(=O)c1ccc(SCC(=O)NC2CCCCC2)c([N+](=O)[O-])c1,0.3,i,i,4.6,i,i,i,i,i,i,i
Cc1occc1C(=O)NNC(=O)C1CCCC1,-1.9,i,i,1.7,i,i,i,i,i,i,i
Cc1oc(-c2ccc(Cl)cc2)nc1CN1CCC(C(=O)NCc2cccs2)CC1,-9.1,i,i,3.1,i,i,i,i,i,i,i
Cc1ccc(-c2ccc(S(=O)(=O)NCC3CCCO3)cc2)cc1 (stereo unspecified),-24.2,i,i,0.8,i,i,i,i,i,i,i
COc1c(F)c(F)c(C(=O)Nc2ccc(NC(=O)Cc3ccccc3)cc2)c(F)c1F,-2.5,i,i,2.1,i,i,i,i,i,i,i
COCCN(CC(=O)NC1CCCCC1)C(=O)c1csnn1,2.7,i,i,0.1,i,i,i,i,i,i,i
O=C(Nc1ccc(Cl)cc1)N1CCOC12CCCCC2,-1.2,i,i,1.4,i,i,i,i,i,i,i
O=C(NNS(=O)(=O)c1ccc(C(=O)NC2CCCC2)cc1)c1ccncc1,-2.6,i,i,-6.1,i,i,i,i,i,i,i

# The list goes on.
SMILES,SKKanGAS inh,TRPC6 inhibitor,TRPC6 act,HDAC3 inh,ANO1 activ,RGS4 pot,MrgX1 antag,TMEM16A inh,MrgX1 ag,RGS4 block,MrgX1 allo act
Cn1nnc2cc(NC(=O)Nc3cccc(C(F)(F)F)c3)ccc21,-4.3,i,i,-3.0,i,i,i,i,i,i,i
CCn1cc(C(=O)N2CCN(c3ccccn3)CC2)c(=O)c2cc(S(=O)(=O)N(C)C3CCCCC3)ccc21,-4.1,i,i,2.3,i,i,i,i,i,i,i
Cc1ccccc1C(=O)Nc1ccccc1C(=O)NCc1ccccc1,5.3,i,i,-0.2,i,i,i,i,i,i,i
N#Cc1cc([N+](=O)[O-])ccc1NCCc1ccccn1,2.1,i,i,5.1,i,i,i,i,i,i,i
CCCCn1c(N)c(N(CCOC)C(=O)CSc2nnc(C)n2-c2ccc(OC)cc2)c(=O)[nH]c1=O,-7.3,i,i,x,i,i,i,i,i,i,i
O=C(NCc1ccccc1Cl)C1CCN(S(=O)(=O)N2CCOCC2)CC1,-23.7,i,i,-0.9,i,i,i,i,i,i,i
Brc1ccc(-c2nc(-c3ccncc3)no2)cc1,-4.5,i,i,-3.2,i,i,i,i,i,i,i
O=S(=O)(Nc1cc(S(=O)(=O)N2CCOCC2)ccc1N1CCOCC1)c1ccc2c(c1)OCCO2,6.3,i,i,13.5,i,i,i,i,i,i,i
O=C(Cn1nnc2ccccc21)Nc1ccccc1[N+](=O)[O-],0.7,i,i,0.6,i,i,i,i,i,i,i
